LGR2 inh: Drosophila LGR2 receptor signaling inhibition. HEK293 LGR2, CRE-luciferase, bursicon-stimulated, 4 h. AID 720647. inhibition, % at 9.99 µM. actives 0.35% (n = 380,000);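 active = drop in luminescence signal, shown as inhibition above about 50% in the replicate tests, limit read from the data, passing the limit was not always enough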;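 also: agonist challenge used bursicon conditioned medium at about half maximal strength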
Cneo AK release: causes C. neoformans cell lysis; adenylate kinase release luminescence, 4 h; normalised: neutral wells 0, clomiphene wells 100; lysis activity, % at 15 µM; actives 0.2% (n = 360,000); AID 651654;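 active = mean lysis activity across replicates of at least 80%, whatever share of replicates individually reach that level; inactive = mean lysis activity below 80%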
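Assay system: Cryptococcus neoformans yeast cells / Dosing: single-point compound dose / Timing: 4 h at 37 °C static, read 1 h later / Measured by: luminescence of released adenylate kinase using an AK detection reagent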
C2C12 statin: protects C2C12 myotubes from simvastatin toxicity | actives 0.78% (n = 330,000) | ATP luminescence, 48 h; scaled: DMSO 0, geranylgeraniol control 100 | rescue of ATP level, % at 7.49 µM;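 active = mean ATP rescue above about 67%, or every replicate alone reaching that limit, limit read from the data, passing the limit was not always enough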;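 also: myotubes were challenged with 10 µM simvastatin during compound exposure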
Xi reactivation: activators of X-chromosome reactivation in mouse fibroblasts | XiGFP mouse fibroblasts, % GFP-positive cells imaging, 3 d; cells co-treated with 5-aza-dC sensitizer; scaled so ellipticine positive control = 100% | activation, % at 7.58 µM | actives 0.055% (n = 360,000) | AID 743238;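 active = mean normalized replicate activation at least 10% and every replicate at or above 10%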;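 also: 0% = median of on-plate neutral control wells and 100% = ellipticine 6 µM median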
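Assay system: SV40-immortalized XiGFP fibroblast cells, line 68-5-11; buffer or medium: DMEM plus 5-aza-dC sensitizer; compound: one concentration, pinned; timing: compounds 3 days, fix/stain 15 min at room temperature; benchmarks: positive control ellipticine, 6 µM final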
SIRT5 inh: inhibitors of human sirtuin-5 desuccinylase; AID 652115; Purified SirT5, succinyl-peptide AMC, trypsin-coupled fluorescence; inhibition, % at 15 µM; actives 1.1% (n = 330,000); in the data active = inhibition above about 15%
Target sequence (Q9NXA8 whole entry, looked up): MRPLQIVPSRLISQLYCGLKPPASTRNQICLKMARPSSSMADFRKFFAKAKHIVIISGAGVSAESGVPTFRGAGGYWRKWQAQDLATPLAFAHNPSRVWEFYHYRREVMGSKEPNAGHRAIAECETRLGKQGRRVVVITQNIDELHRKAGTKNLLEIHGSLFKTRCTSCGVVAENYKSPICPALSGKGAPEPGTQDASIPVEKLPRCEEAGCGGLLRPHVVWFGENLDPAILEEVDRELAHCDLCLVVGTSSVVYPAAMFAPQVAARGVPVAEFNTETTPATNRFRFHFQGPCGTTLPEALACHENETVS
S100A4 inh HTS: S100A4-myosin IIA interaction inhibition. S100A4/TAMRA-MyoIIA peptide fluorescence polarization. inhibition, % at 10.7 µM. P26447. actives 0.14% (n = 360,000);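 active = mean inhibition of at least 70% across replicates, with every replicate also reaching that level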
Target sequence (P26447 whole entry, looked up): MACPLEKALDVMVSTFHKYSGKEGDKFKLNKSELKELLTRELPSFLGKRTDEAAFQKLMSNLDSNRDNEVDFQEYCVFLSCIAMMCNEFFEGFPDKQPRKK
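incubation = readout 5 min after mixing, signal stable up to 60 min | system = S100A4 monomer protein | buffer or medium = HEPES pH 7.2 with CaCl2, KCl, NaCl, DTT, Triton | benchmarks = neutral control DMSO, positive control TFP | also added = fluorescent myosin IIA peptide, 5 nM | compound dosing = one concentration per compound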
ERAP1 HTS inh: blocks human ERAP1 aminopeptidase activity | Q9NZ08 | recombinant ERAP1, Leu-AMC fluorescence, 60 min | inhibition, % at 10.7 µM | actives 0.15% (n = 340,000);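 active = mean replicate inhibition of at least 30%, or all replicates individually reaching that 30% level; inactive = mean below 30% and not every replicate reaching it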;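 also: 0% = neutral control wells and 100% = L-leucinethiol positive control wells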
PGC1a acetyl inh: lowers PGC1a acetylation signal in U2OS cells | AlphaScreen anti-acetyl-lysine; with virally co-expressed GCN5 acetyltransferase | inhibition, % at 15.6 µM | actives 0.17% (n = 350,000);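 active = every replicate shows inhibition of at least 40%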;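 also: 0% = neutral control wells and 100% = positive control wells; some results beyond the cut were filed as inactive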
* marks the source's active call; other numbers are inactive results; x = no result given; & = joins results of further samples. A portion of the library; rates above refer to the full screens.

SMILES | LGR2 inh | Cneo AK release | C2C12 statin | Xi reactivation | SIRT5 inh | S100A4 inh HTS | ERAP1 HTS inh | PGC1a acetyl inh
CC(C)CNC(=O)C1(C)CCCCCN1C(=O)c1csnn1 (configuration not stated) | -9 | -1 | 2 | 0.2 | x | -1 | 10 | 9
CCOC(=O)C1(Cc2ccccc2)CCN(Cc2csc(C(C)=O)c2)CC1 | -1 | -3 | -8 | 0.1 | -6 | -5 | -3 | -5
CCn1c(CCC(N)=O)nnc1SCC(=O)Nc1cccc(S(=O)(=O)N2CCCC2)c1 | 12 | -1 | 8 | 0.3 | -2 | -2 | 3 | -5
COc1ccc(N(CC(=O)Nc2ccc3c(c2)OCO3)S(=O)(=O)c2c(C)nn(C)c2C)cc1 | -20 | 4 | 12 | 0.1 | 0 | 1 | -4 | x
Cc1ccc(C(=O)c2cc3ccccc3o2)cc1[N+](=O)[O-] | -70 | -2 | 5 | 0.0 | -2 | 1 | -1 | -4
COC(=O)c1sccc1NC(=O)CSCC(=O)O | -5 | x | x | 0.3 | -3 | -3 | 3 | -9
Cc1ccc(C(=O)N2CCNC(=O)C2CC(=O)Nc2ccc(F)cc2)cc1C (configuration not stated) | 7 | 0 | 3 | 0.4 | -2 | 1 | 7 | -3
CC(Sc1ccc(S(=O)(=O)N2CCOCC2)cn1)C(=O)Nc1ccc(Cl)cc1Cl (configuration not stated) | -12 | -1 | 13 | -0.2 | 0 | -1 | 1 | 16
COc1ccccc1NC(=O)N1CCCCN2[C@H](CO)[C@@H](c3ccc(C#Cc4ccccc4)cc3)[C@@H]2C1 | 1 | 0 | x | 0.4 | 0 | -4 | 0 | -3
C[C@@H]1CN([C@@H](C)CO)C(=O)c2cc(NC(=O)c3ccncc3)ccc2O[C@@H](C)CCCCO[C@@H]1CN(C)S(=O)(=O)c1cn(C)cn1 | 11 | -2 | x | -0.1 | 3 | 16 | 4 | -4
C[C@@H]1CCCCO[C@H](CN(C)S(=O)(=O)c2ccccc2)[C@@H](C)CN([C@@H](C)CO)C(=O)c2cc(NC(=O)c3ccncc3)ccc2O1 | -27 | -4 | x | 0.0 | 2 | -68 | 1 | -6
CNC(=O)c1ccc(NC(=O)CC2SC(N3CCCC3)=NC2=O)cc1 (configuration not stated) | 6 | 1 | 31 | 0.2 | -10 | -2 | -1 | 13
Cc1c(C(=O)Nc2cccc([N+](=O)[O-])c2)sc2ncn(CC(=O)N3CCOCC3)c(=O)c12 | 0 | -3 | -34 | 0.2 | 1 | -2 | 1 | 7
Cc1ccc(S(=O)(=O)N2CCN(c3nc(C)c4c(c3C#N)CC(C)(C)OC4)CC2)cc1 | 7 | 1 | 2 | x | x | x | x | -6
O=C(c1ccc2nc(Cc3cccc(Cl)c3)oc2c1)N1CCC(O)CC1 | 0 | -1 | x | 0.1 | -3 | 2 | 2 | x
CCN(C(=O)CSc1nccn1C)c1cccc2ccccc12 | 15 | 0 | 2 | -0.4 | -1 | 0 | 1 | x
CSCCC(NC(=O)c1ccc(Cl)cc1)C(=O)OCC(=O)N1CCCC1=O (configuration not stated) | -2 | 1 | 6 | -0.1 | -3 | 22 | 3 | 4
CCN1C(=O)C(CC(=O)Nc2cccc(C(C)=O)c2)S/C1=N\c1ccccn1 (configuration not stated) | 2 | x | x | -0.1 | 0 | -4 | 9 | x
CC(NCc1cccc(OCc2ccccc2)c1)C(O)c1ccccc1 (configuration not stated) | -7 | x | x | 0.5 | -2 | -1 | x | -8
C[C@@H]1CN([C@@H](C)CO)S(=O)(=O)c2ccc(C#C[C@@H](C)O)cc2O[C@H]1CN(C)C(=O)c1ccccc1 | -17 | -3 | -9 | 0.2 | -1 | -2 | -2 | -17
CCN1CCSc2ccc(C(=O)NCc3cccc(Br)c3)cc21 | -2 | -3 | 28 | 0.1 | -1 | 6 | 2 | -13
CCC(C)N(C(=O)COC(=O)c1nc(Cl)ccc1Cl)C1CCS(=O)(=O)C1 (configuration not stated) | 2 | 0 | -2 | 0.2 | 1 | 6 | 0 | -7
O=C(c1ccco1)N1CCN(C(=O)c2cnn(-c3ccc(F)cc3)c2-n2cccc2)CC1 | 15 | 0 | -1 | 0.0 | -7 | -11 | 3 | 3
COc1ccc([N+](=O)[O-])cc1/C=N/NC(=O)CNC(=O)c1cccc(F)c1 | x | -9 | x | 0.0 | x | 12 | 4 | 3
C[C@@H]1CN([C@@H](C)CO)C(=O)c2cc(NC(=O)CCCN(C)C)ccc2O[C@H]1CN(C)Cc1ccncc1 | -1 | x | 0 | 0.5 | x | x | x | 4
COc1ccccc1-c1c(C)nn2c(N)c(-c3ccccc3)cnc12 | 8 | -2 | -22 | 0.0 | -4 | 12 | -2 | 8
Cc1ccc(S(=O)(=O)Nc2ccc3c(c2)C(=O)N(C)[C@H]2CC[C@@H](CC(=O)NCCc4ccncc4)O[C@@H]2CO3)cc1 | -8 | -2 | 4 | 0.0 | -2 | 17 | -2 | -1
O=S(=O)(NNc1ncc(C(F)(F)F)cc1Cl)c1ccccc1 | -7 | 1 | 15 | 0.1 | -1 | -3 | 1 | x
COc1ccc(NC(=O)Nc2nnc(N3CCCCC3C)s2)cc1OC (configuration not stated) | 6 | 2 | -30 | 0.0 | 0 | -11 | 3 | -9
Nc1[nH]c(C(=O)c2ccccc2)c(-c2ccccc2C(F)(F)F)c1C(=O)NCc1cccc2ccccc12 | -14 | x | x | 0.5 | -3 | 0 | -2 | x

The final six compounds of the section before come first, to join the parts:
SMILES | LGR2 inh | Cneo AK release | C2C12 statin | Xi reactivation | SIRT5 inh | S100A4 inh HTS | ERAP1 HTS inh | PGC1a acetyl inh
C[C@@H]1CN([C@@H](C)CO)C(=O)c2cc(NC(=O)CCCN(C)C)ccc2O[C@H]1CN(C)Cc1ccncc1 | -1 | x | 0 | 0.5 | x | x | x | 4
COc1ccccc1-c1c(C)nn2c(N)c(-c3ccccc3)cnc12 | 8 | -2 | -22 | 0.0 | -4 | 12 | -2 | 8
Cc1ccc(S(=O)(=O)Nc2ccc3c(c2)C(=O)N(C)[C@H]2CC[C@@H](CC(=O)NCCc4ccncc4)O[C@@H]2CO3)cc1 | -8 | -2 | 4 | 0.0 | -2 | 17 | -2 | -1
O=S(=O)(NNc1ncc(C(F)(F)F)cc1Cl)c1ccccc1 | -7 | 1 | 15 | 0.1 | -1 | -3 | 1 | x
COc1ccc(NC(=O)Nc2nnc(N3CCCCC3C)s2)cc1OC (configuration not stated) | 6 | 2 | -30 | 0.0 | 0 | -11 | 3 | -9
Nc1[nH]c(C(=O)c2ccccc2)c(-c2ccccc2C(F)(F)F)c1C(=O)NCc1cccc2ccccc12 | -14 | x | x | 0.5 | -3 | 0 | -2 | x
O=C(CN1CCOCC1)N[C@@H]1CC[C@@H](CCNS(=O)(=O)c2ccccc2F)O[C@H]1CO | -4 | -2 | -10 | 0.0 | -2 | 7 | 2 | -3
CCN1CCCC1Cn1cnc2c([nH]c3cc(OC)ccc32)c1=O (configuration not stated) | 9 | -7 | 2 | x | 0 | -4 | 4 | x
CCCCOP(=O)(OCCCC)C(Nc1ccc(C(=O)OCC)cc1)c1ccncc1 (configuration not stated) | 17 | 1 | -6 | 0.0 | 1 | -5 | 1 | x
CNC[C@@H]1OCCCC[C@@H](C)Oc2ccc(NS(=O)(=O)c3ccccc3)cc2C(=O)N([C@@H](C)CO)C[C@@H]1C | 4 | 2 | -30 | -0.3 | -8 | -31 | 1 | 22
CC12CN3CC(C)(CN(C1)C3c1ccc(F)cc1)C2 (configuration not stated) | 1 | 0 | -1 | 1.5 | 0 | 15 | 4 | 1
CCOc1cc(Cl)c(S(=O)(=O)NCCCN2CCOCC2)cc1Cl | -4 | 8 | -7 | 0.1 | -1 | 0 | 3 | -10
CO[C@@H]1CN(C)C(=O)c2ccc(NC(=O)Nc3ccccc3)cc2OC[C@H](C)N(C(=O)CN(C)C)C[C@@H]1C | -8 | 3 | -4 | -0.2 | -10 | -12 | 1 | -1
CCC(C)[C@H]1CNC(=O)C(=O)N1CC(C)(C)C (some centres not stated) | 1 | x | x | -0.1 | x | -3 | -3 | x
OC[C@H]1[C@H](c2ccc(Br)cc2)[C@@H]2CN(Cc3cncnc3)CCCCN12 | 0 | 3 | 6 | 0.3 | -1 | 3 | -1 | 0
Cc1cc(C)c[n+](-c2nc3ccccc3nc2C(=C=[N-])C#N)c1 | 5&0 | -1&4 | -3&20 | 0.1 | -2 | -3 | 5 | 7
CCC(=O)N1C[C@@H](C)[C@@H](OC)CN(C)C(=O)c2cc(NS(=O)(=O)CC)ccc2OC[C@H]1C | 11 | 44 | -4 | 0.1 | 0 | -2 | 4 | -1
COc1ccc(/C=C/C(=O)OCC(=O)c2ccc3c(c2)NC(=O)CO3)c(OC)c1 | -2 | 1 | x | 1.2 | -6 | 7 | x | 4
CCc1ccc(CN(C)C(=O)c2cc(COc3ccc(-n4cncn4)cc3)on2)cc1 | -7 | 0 | 8 | 0.1 | -3 | -2 | -2 | 2
O=C1Cc2cc(S(=O)(=O)N3CCN(c4cccc(Cl)c4)CC3)ccc2N1 | 10 | 0 | 0 | 0.0 | -7 | -1 | 3 | 0
CC(/C=N\NC(=O)CN1CCN(Cc2ccccc2)CC1)=C\c1ccco1 | 12 | x | 9 | 0.6 | 4 | 2 | 1 | -1
OC(c1cc(C(F)(F)F)nc2c(C(F)(F)F)cccc12)C1CCCCN1 (configuration not stated) | 70* | -2 | -8 | 0.0 | -1 | 3 | 3 | -78
CC(C)N1CCN(Cc2ccc(OCc3ccccc3)cc2)CC1CCO (configuration not stated) | -6 | x | 3 | -0.1 | -3 | -1 | x | 7
O=c1ccc(Oc2nc(N3CCOCC3)nc(N3CCOCC3)n2)n[nH]1 | 3 | 0 | 16 | x | x | x | x | -2
Cc1cccc(NC(=S)N2N=CCC2c2ccccc2)c1 (configuration not stated) | -39 | 0 | -2 | x | 2 | 4 | -1 | 13
COC(=O)C[C@H]1C[C@H]2c3cc(NC(=O)NC4CCCC4)ccc3O[C@H]2[C@@H](CO)O1 | 5 | 7 | 16&-2 | 0.0&0.6 | -2&3 | -14&13 | -2&-6 | -14&-2
O=C(Oc1ccc([N+](=O)[O-])cc1)c1cccnc1 | 18 | x | 4 | 0.8 | 0 | -2 | 0 | -8
COCC1CCCN(C(=O)c2ccc3oc(Cc4ccc(Cl)cc4)nc3c2)C1 (configuration not stated) | -1 | -2 | 9 | 0.0 | -4 | -3 | 2 | -3
CCCCSc1nc(C)nc2c1c(=O)n(C)c(=O)n2C | 5 | -1 | -15 | 0.0 | -3 | 2 | 3 | 4
O=C(C[C@@H]1C[C@H]2c3cc(NC(=O)NC4CCCC4)ccc3O[C@H]2[C@@H](CO)O1)NCc1ccc(Oc2ccccc2)cc1 | -14 | 16 | 0 | 0.0 | 2 | -4 | -1 | 6
CN(c1ccccc1)S(=O)(=O)c1cccc(NC(=O)COc2cccc([N+](=O)[O-])c2)c1 | -4 | -1 | 1 | 0.3 | -4 | 3 | 0 | x
COC(=O)c1cccc2nc3c(C(C)O)cccc3nc12 (configuration not stated) | -10 | -1 | -4 | x | x | 0 | x | 14
COCC(=O)Nc1ccc2c(c1)OC[C@@H](C)N(C(=O)NC(C)C)C[C@@H](C)[C@H](OC)CN(C)C2=O | 6 | -5 | -5 | 0.2 | -2 | -4 | -6 | -8
